Polio RdRp inh: poliovirus RdRp elongation inhibitors, primary screen, biochemical, fluorescence polarization, total intensity; poliovirus polymerase elongation; hits give low values; % elongation, % (compound at 16.7 µg/mL); 150,000 tested, 0.66% active; in the data active = % elongation below about 90%; also: some results filed as inactive read as strong as hits
Target sequence (P03300 1749-2209 limits assumed): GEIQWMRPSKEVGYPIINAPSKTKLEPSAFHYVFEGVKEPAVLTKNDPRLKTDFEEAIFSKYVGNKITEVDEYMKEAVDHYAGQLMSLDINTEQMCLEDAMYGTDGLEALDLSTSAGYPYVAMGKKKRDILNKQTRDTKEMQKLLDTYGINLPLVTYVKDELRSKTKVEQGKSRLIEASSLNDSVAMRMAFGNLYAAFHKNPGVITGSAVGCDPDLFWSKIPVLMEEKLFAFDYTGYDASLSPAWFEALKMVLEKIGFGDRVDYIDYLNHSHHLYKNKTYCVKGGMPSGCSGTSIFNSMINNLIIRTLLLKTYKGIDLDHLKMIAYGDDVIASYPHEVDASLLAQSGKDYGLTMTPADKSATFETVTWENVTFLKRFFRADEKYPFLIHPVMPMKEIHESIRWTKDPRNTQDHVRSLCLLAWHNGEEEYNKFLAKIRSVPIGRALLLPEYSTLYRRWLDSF
Polio RdRp inh FP z-score: further read-out of Polio RdRp inh, marked with its call; z-score; measured here: FP z-score; hits read low
* hit, by the source's call. The list is partial; the hit share may differ from the screen's.

SMILES	Polio RdRp inh	Polio RdRp inh FP z-score
CC(C(=O)O)N1C(=O)c2cccnc2Sc2ccccc21 (stereo unspecified)	102	0
COC(=O)C1=C(N)OC2=C(C(=O)CC(C)(C)C2)C1c1ccc(C)cc1 (stereo unspecified)	104	0.4
COc1cc2c(cc1OC)C(C)N(C(=O)CN1CCOCC1)CC2 (stereo unspecified)	103	0.6
O=C(O)c1ccccc1S(=O)O	100	0.2
COc1ccc(NC(=O)CSc2nc(-c3ccc(F)cc3)c3cccc(C)c3n2)cc1	105	-0.8
O=C(Nc1ccccc1C(=O)N/N=C/c1ccco1)c1ccc(Cl)cc1	105	0.8
CCOC(=O)c1ccc(-c2ccc(/C=C(\C#N)C(=O)Nc3ccc(C)cc3)o2)cc1	103	0.1
CCCCn1ccnc1C(=O)c1cc(Cl)cc(Cl)c1	102	0.2
COc1ccc(C(=O)NCCc2csc(-c3ccc(Cl)cc3)n2)cc1	105	0.4
CCS(=O)(=O)c1ccc(O)c(NC(=O)CCCC(=O)O)c1	97	-1.4
CCOC(=O)c1c(C)[nH]c2ccc(C)cc2c1=O	103	0.5
Cc1nn2cc(-c3ccc(-c4ccccc4)cc3)nc2s1	102	0.2
N#Cc1ccc(CSc2nc(-c3cccs3)c3c(c2C(=O)O)CCCC3)cc1	103	0.2
CN(C1CCCCC1)S(=O)(=O)C1CCS(=O)(=O)C1 (stereo unspecified)	99	-0.5
Cc1ccc(N2C(=O)CC(N3CCN/C3=C3/CC/C(=C\c4ccccc4)C3=O)C2=O)cc1 (stereo unspecified)	106	0.4
O=C(CN1C(=O)C2(SCC(=O)N2c2cccc(Cl)c2)c2ccccc21)NC1CCCCC1 (stereo unspecified)	112	0.6
CCN(C(=O)c1cc2c(=O)n(CC)c3ccccc3c2s1)c1cccc(C(F)(F)F)c1	109	0.6
O=c1oc(-c2ccccc2)nc2scc(-c3ccccc3)c12	101	0.1
Cc1cc(-c2ccc(C)c(S(=O)(=O)N3c4ccccc4CC3C)c2)on1 (stereo unspecified)	110	0.6
O=C(Nc1cnc2ccccn2c1=O)c1ccccc1	103	0.4
CC1CCN(S(=O)(=O)c2ccc3c(c2)oc(=O)n3CC(=O)NC(C)c2ccccc2)CC1 (stereo unspecified)	101	-0.4
CCN(C(=O)C1CCCN(c2nc(-c3ccc(OC)cc3)no2)C1)c1ccccc1F (stereo unspecified)	103	0.1
CC(C)c1ccc2oc(-c3cccc(N)c3)nc2c1	101	-0.1
Cc1ccc(C(=O)OCC(=O)N2CCOCC2)cc1	101	-0.1
Cc1ccc(-c2cc(NC(=O)C(C)Oc3ccc(C)c(C)c3)on2)cc1 (stereo unspecified)	109	0.3
CC(=O)Nc1ccccc1-c1nc2ccccc2s1	99	-0.5
NC(=O)C1CCN(C(=O)c2ccc(NC3=NC4CS(=O)(=O)CC4S3)cc2)CC1 (stereo unspecified)	101	0.1
CC(=O)Oc1ccc2nc(-c3cccs3)oc(=O)c2c1	104	0.4
CC(=O)Nc1ccccc1-c1nc2ccccc2n(Cc2cccc(Br)c2)c1=O	111	0.8
Cc1[nH]c(-c2ccc3c(c2)OCO3)nc1C(=O)O	100	-1

Four consecutive compounds from above, for reference:
SMILES	Polio RdRp inh	Polio RdRp inh FP z-score
CC1CCN(S(=O)(=O)c2ccc3c(c2)oc(=O)n3CC(=O)NC(C)c2ccccc2)CC1 (stereo unspecified)	101	-0.4
CCN(C(=O)C1CCCN(c2nc(-c3ccc(OC)cc3)no2)C1)c1ccccc1F (stereo unspecified)	103	0.1
CC(C)c1ccc2oc(-c3cccc(N)c3)nc2c1	101	-0.1
Cc1ccc(C(=O)OCC(=O)N2CCOCC2)cc1	101	-0.1

Later entries.
SMILES	Polio RdRp inh	Polio RdRp inh FP z-score
O=C(CSc1nc2c([nH]c3ccccc32)c(=O)n1-c1cccc(C(F)(F)F)c1)N1CCCC1	104	-0.8
CN(C)C(=O)N1CCCC(C(=O)NCc2ccccc2)C1 (stereo unspecified)	101	-0.3
CCOC(=O)c1c(C)oc2nc(C)nc(Nc3cccc(OC)c3)c12	108	0.1
COC(=O)/C=C1\SCC(=O)N1CC(=O)NCCc1ccc(OC)c(OC)c1	101	0
CCC1CCCCN1C(=O)c1sc2nc(C)cc(C)c2c1N (stereo unspecified)	101	-0.2
COc1ccc(-n2c(=O)c3c4c(sc3n3c(C)nnc23)COC(C(C)C)C4)cc1 (stereo unspecified)	105	1.7
COc1ccc(-c2nc(SCC(=O)Nc3cccc(C(C)=O)c3)n[nH]2)cc1	113	1
CC(C)C(=O)OCC1CCCN2CCCCC12 (stereo unspecified)	97	-0.8
CCC(=O)N1CC(=O)Nc2ccc(C)cc2C1c1ccc(F)cc1 (stereo unspecified)	108	0.5
Cc1ccc(OC(=O)C(C)(C)C)cc1C	99	-0.3
COC(=O)c1ccccc1NC(=O)Cn1sc2ccccc2c1=O	99	-0.6
COc1ccc(Nc2nc(OC)nc(OC)n2)cc1	105	0.8
Cc1nn(C)c(C)c1S(=O)(=O)N1CCC(C(=O)NC2CCCCCC2)CC1	102	-0.1
CC(C)(C)c1cn2c3ccccc3n(N)c2n1	101	-0.1
CC(C)NC(=O)Cn1nc(N2CCN(c3ccccc3)CC2)ccc1=O	103	-0.8
Cc1nccn1S(=O)(=O)c1ccc(Cl)cc1Cl	102	0
CCNc1nc(NCC)n2c(SCC3CN(Cc4ccccc4)CCO3)nnc2n1 (stereo unspecified)	104	0.2
CC(C)c1ccc(NC(=O)C2CCC(CNS(=O)(=O)c3cccc4nsnc34)CC2)cc1 (stereo unspecified)	101	-0.7
CC1(C)CC(=O)C2=C(C1)N(c1ccccc1)C(=O)CC2c1cccnc1 (stereo unspecified)	108	0.6
CCOc1ccc(C2=C(CN(C)C)C(c3ccc(F)cc3)c3ccccc3O2)cc1 (stereo unspecified)	102	0.2

2 of these compounds, reformatted.
SMILES,Polio RdRp inh,Polio RdRp inh FP z-score
Cc1nn(C)c(C)c1S(=O)(=O)N1CCC(C(=O)NC2CCCCCC2)CC1,102,-0.1
CC(C)(C)c1cn2c3ccccc3n(N)c2n1,101,-0.1

Four entries picked at random from the list so far, as already listed:
SMILES	Polio RdRp inh	Polio RdRp inh FP z-score
Cc1nn2cc(-c3ccc(-c4ccccc4)cc3)nc2s1	102	0.2
O=C(Nc1ccccc1C(=O)N/N=C/c1ccco1)c1ccc(Cl)cc1	105	0.8
COC(=O)c1ccccc1NC(=O)Cn1sc2ccccc2c1=O	99	-0.6
CC(C)c1ccc(NC(=O)C2CCC(CNS(=O)(=O)c3cccc4nsnc34)CC2)cc1 (stereo unspecified)	101	-0.7

The list goes on.
SMILES	Polio RdRp inh	Polio RdRp inh FP z-score
CC1CCN(S(=O)(=O)c2ccc(C(=O)Nc3sc4c(c3C(N)=O)CC(C)(C)NC4(C)C)cc2)CC1	110	0.5
CCCCN(C(=O)CCn1c(=O)oc2ccccc21)c1ccccc1	105	0.2
CC1(C)C(=O)N(c2cccc(Cl)c2)C(=O)C1(C)C	98	-1.8
CCCCCCC1/C(=N/O)CCC1C(=O)OC (stereo unspecified)	102	0.1
S=c1c2c(nc3nc[nH]n13)CCC2	101	0
CCOc1ccc(-c2cc(C)n3nc(C(=O)Nc4cc(Cl)ccc4O)cc3n2)cc1	102	-0.2
CCCN1CCN(CCCNC(=O)C(CC)n2nc(C)n3c(cc4occc43)c2=O)CC1 (stereo unspecified)	106	0
CCOC(=O)CSc1nc2c([nH]c3ccccc32)c(=O)n1-c1ccc(OCC)cc1	107	-0.1
CCN(C(=O)CSc1nnc(C)o1)c1cccc2ccccc12	105	0.4
CC(C)(CN)N1CCOCC1	102	0
CSC1=C(C#N)C(c2ccccc2)CC(=O)N1 (stereo unspecified)	103	0.7
CCCCC(=O)NC1(C(F)(F)F)C(=O)N(Cc2ccco2)C(C)=C1C(=O)OC (stereo unspecified)	103	1.6
O=C1CCO1	100	0.1
O=C(NCC1COc2ccccc2O1)c1cc2ccccc2o1 (stereo unspecified)	102	0
COc1ccc(/C=C/C(=O)C2(O)CCCCC2)cc1OC	108	0.7
Cc1cn2cc(-c3cccc(Cl)c3)nc2s1	99	-0.1
CN1CCN(CCCNC(=O)Cn2ncc3c4ccccc4n(C)c3c2=O)CC1	103	0.4
Cc1nc2ncnn2c(C)c1CCC(=O)N(C)c1ccccc1	101	-0.3
Cc1[nH]n(-c2ccccc2)c(=O)c1/C=N/Nc1nnc(C)c(=O)[nH]1	102	0
Cc1ccc(C(=O)Nc2cccc(C(=O)OCc3cc(=O)n4c5c(sc4n3)CCCC5)c2)cc1	110	1
c1cc2c(cc1C1CCCCC1)c1c3n2CCCNC3CCC1 (stereo unspecified)	99	-0.4
CCCCCn1c(CO)nc2ccccc21	100	-0.5
CN(CC1COc2ccccc2O1)c1nc(-c2cccnc2)nc2ccccc12 (stereo unspecified)	105	0.3
CNC(=O)C1CCC(Cn2c(=O)c3sccc3n(CC(=O)Nc3cc(F)ccc3F)c2=O)CC1 (stereo unspecified)	112	1.3
COc1ccccc1NC(=O)c1ccc(-n2cccn2)cc1	104	1
C#CCN(C)[C@H](C)c1ccccc1	104	1.2
CN1C(C(=O)Nc2ccc(F)cc2F)=CC(c2ccco2)=NS1(=O)=O	116	0.5
CCCN1C(=O)/C(=N\OCC(=O)NCCC2=CCCCC2)c2ccccc21	105	0.1
CC(c1ccccc1)N1Cc2c(oc3ccccc3c2=O)N(C(=O)OCc2ccccc2)C1 (stereo unspecified)	103	0.3
COc1ccccc1-n1cnnc1SCC#N	108	0.8
CCNC(=O)c1cnc2c(-c3ccccc3)c(C)nn2c1C	114	0.7
Cc1ccnc2nc(C(=O)Nc3ccc(N4CCOCC4)cc3)nn12	101	0
CC(C)c1cc(=O)oc2cc(O)ccc12	103	0
CC1(C)NC(=O)N(CCC(=O)O)C1=O	101	-0.1
Cc1ccc2c(=O)c(C(=O)c3ccc(F)cc3)cn(CC(=O)NC3CCCCC3)c2n1	108	-0.1
Cc1occc1C(=O)Nc1ccc(OCc2ccccc2)cc1	101	-0.5
COc1cccc(-c2ccc3c(N)c(C(=O)Nc4ccc(Cl)cc4F)sc3n2)c1	106	-0.8
N#Cc1cccc(NC(=O)C2CCN(c3cnccn3)CC2)c1	99	-1.7
COc1cc(-c2ncnn2-c2sc3c(c2C#N)CCCCC3)cc(OC)c1OC	99	-0.7
CCN(C(=O)Cc1noc2ccccc12)c1cc(C)ccc1C	101	-1.2
Cc1oc(-c2ccc(Cl)cc2)cc1C(=O)N1CCC(O)(c2ccc(Cl)cc2)CC1	105	0.2
CN1CCN(S(=O)(=O)c2cccc3nsnc23)CC1	100	-0.3
COc1ccc(OC)c(NC(=O)CSc2nccn2-c2cc(C)cc(C)c2)c1	105	-0.5
O=C1NCCCC1c1n[nH]c(=S)n1-c1ccccc1Cl (stereo unspecified)	111	1
Cc1nn(CCC(=O)Nc2cc(F)ccc2F)c(=O)c2nn(-c3ccccc3)c(C)c12	104	-0.8
CC1=C(C(=O)OC2CCCC2)C(c2ccccc2C(F)(F)F)CC(=O)N1 (stereo unspecified)	109	0.8
S=C(NCCCN1CCOCC1)N1CCOCC1	100	-0.2
CCCNC(=O)c1cccc(COCC(F)(F)C(F)F)c1	103	0.7
Cc1cccc(C)c1NC(=O)Nc1cc2sccc2n1C	102	0.1
NC(=O)Cc1cn2ccccc2n1	101	-0.2
(next part)
SMILES	Polio RdRp inh	Polio RdRp inh FP z-score
Cc1cc(C)cc(NC(=O)Cn2c(=O)n(Cc3ccc4c(c3)OCO4)c(=O)c3oc4ccccc4c32)c1	108	0.2
CC1CCC/C(=N/NC(=O)Cn2nnc3ccccc32)C1 (stereo unspecified)	105	0.4
O=C(N(c1ccccc1)c1ccc(F)cc1)C12CC3CC(CC(C3)C1)C2	104	0
COC(=O)N/N=C/c1cccc(OC)c1O	104	0.4
Cc1ccc(-c2nnc(Nc3ccc(F)cc3)c3ccccc23)cc1S(=O)(=O)N1CCN(C)CC1	108	0.9
C=C(C)C1Cc2cc(/C=C/C(=O)O)c(O)cc2O1 (stereo unspecified)	100	-0.5
CC(=O)OC(OC(C)=O)c1ccc(S(N)(=O)=O)cc1	103	0.5
CCN(CC)CCOC(=O)C1(c2ccc([N+](=O)[O-])cc2)CCCC1	99	-0.1
Cc1csc(NC(=O)c2cccc(S(=O)(=O)N(C)C)c2)n1	102	0
COC(=O)c1ccc(-n2c(C)cc(C(=O)CN3C(=O)CN(C)C3=O)c2C)cc1	106	0.3
O=C(c1cccc(Cl)c1)N1CCN(CCc2ccccn2)CC1	101	-0.4
O=C(Cn1cnc2ccccc21)Nc1ccc2c(c1)OCCO2	101	-0.2
O=C(Cn1c(=O)n(Cc2ccc(C(=O)NCc3ccc4c(c3)OCO4)cc2)c(=O)c2ccccc21)Nc1ccccc1F	110	1.1
COc1ccc(CNC(=O)C2CCN(S(=O)(=O)c3cccc4nonc34)CC2)cc1OC	113	1.2
CCC(Cc1ccccc1)NS(=O)(=O)c1ccc2c(c1)CC(C)N2C(=O)C1CC1 (stereo unspecified)	105	0.7
CC(=O)N1CCC(N(Cc2ccc(C)o2)C(=O)Nc2cccc(C(F)(F)F)c2)CC1	114	0.6
Cc1c(C(=O)NCc2cccs2)oc2ccc3c(c12)C(=O)CC1(CCCC1)O3	100	-0.7
Cc1ccc(C(=O)CSc2nc(-c3ccccc3)nc3c2CCCC3)cc1	104	-0.3
O=C1c2ccccc2C(=O)N1c1ccc(S(=O)(=O)N2CCOCC2)cc1	104	0.4
COC(=O)C1c2ccccc2Oc2ccccc21	98	-1
Cc1cnc(NC(=O)COc2ccc3ccccc3c2)s1	100	-0.4
CC(C)COC(=O)C(C)Oc1ccc2c3c(c(=O)oc2c1)CCC3 (stereo unspecified)	102	0.2
Cc1ccc(S(=O)(=O)Nc2ccc(-c3nc4ccccc4o3)cc2)cc1	85	-1.3

Whole records, quoted from the list. Screens in order: Polio RdRp inh	Polio RdRp inh FP z-score
Shown for `O=C1c2ccccc2C(=O)N1c1ccc(S(=O)(=O)N2CCOCC2)cc1` → 104	0.4
Shown for `COC(=O)C1c2ccccc2Oc2ccccc21` → 98	-1
Shown for `CC(=O)N1CCC(N(Cc2ccc(C)o2)C(=O)Nc2cccc(C(F)(F)F)c2)CC1` → 114	0.6
Shown for `Cc1cnc(NC(=O)COc2ccc3ccccc3c2)s1` → 100	-0.4
Shown for `COc1ccc(CNC(=O)C2CCN(S(=O)(=O)c3cccc4nonc34)CC2)cc1OC` → 113	1.2

Screening results from PubChem.
